# High-throughput results from PubChem.
# HSF1 inhib = HSF1 inhibition; NIH3T3-HGL HSE-luciferase, MG132-induced, luminescence 8 h; hits give low values; AID 2098; 300,000 tested, 0.77% active; activity change, negative = inhibition, % at 7.5 µM (by protocol);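 active = more than half of replicate wells show activity change below -50%, luminescence cut by over half; inconclusive = some wells, but at most half, below -50%; inactive = no replicate well below -50%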;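 also: luciferase reports HSF-1 transcriptional activity via heat shock element; 0% = median of DMSO wells and -100% = zero luminescence signal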
# HSF1 activator = increases HSF-1 driven luciferase reporter signal | AID 504408 | NIH3T3-HGL HSF-1 luciferase reporter, MG132, 8 h; 100% = twice DMSO control signal | activation, % at 9 µM | 300,000 tested, 1.7% active;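 active = mean replicate activation of at least 50% with a set share of replicates each reaching 50%; inconclusive = only one of those two conditions met; inactive = mean below 50% and too few replicates reaching it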;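 also: 0% = median of the neutral control wells and 100% = twice that signal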
# AI-2 QS modul = Vibrio harveyi AI-2 quorum sensing modulation | activity change, % at 7.5 µM | AID 2094 | Vibrio harveyi JMH597 AI-2 luminescence/OD600 ratio, 9 h; hits give low values; strain lacks LuxN and CqsS sensors; 0 = neutral-control median | 300,000 tested, 0.4% active; in the data active = activity change below about -75%, passing the limit was not always enough; inconclusive = no clear call, values can overlap the other calls;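 also: luminescence divided by OD600 gain over 9 h not by final OD600 alone; inactives centre near 13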
# HSP90 inh = HSP90 refolding inhibition in rabbit reticulocyte lysate; AID 1789; 290,000 tested, 0.91% active; inhibition, % at 5.6 µM; luciferase refolding luminescence, 3 h;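 active = inhibition above the screen-wide mean plus 3 SD, computed separately per campaign, cut at about 16% in these data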;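 also: 0% = DMSO wells and 100% = 60 µM geldanamycin wells; inhibitors lower the luminescence because luciferase stays unfolded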
# PolyA inhibitor = inhibitors of polyadenylation in S. cerevisiae; S. cerevisiae SKY197-pL101 polyadenylation reporter, beta-gal luminescence; efflux-impaired pdr1/pdr3 knockout yeast; score 100 = 6 SD above DMSO; calls only at 12 µM; 300,000 tested, 0.02% active; AID 1875;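 active = lowest replicate activity score at least 50, where 100 means six control SD above control mean; inconclusive = lowest score under 50 but half or more replicates reach 50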;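 also: yeast exposed to compound for 9 h at 30 °C; higher score means more reporter readthrough which indicates perturbed polyadenylation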
# HDAC3 inhib = blocks human histone deacetylase 3 | 320,000 tested, 0.15% active | recombinant HDAC3, fluorogenic peptide/trypsin coupled, fluorescence | inhibition, % at 8.3 µM | O15379; in the data active = inhibition above about 26%, passing the limit was not always enough; inconclusive = no clear call, values can overlap the other calls
# Target sequence (O15379 whole entry, looked up): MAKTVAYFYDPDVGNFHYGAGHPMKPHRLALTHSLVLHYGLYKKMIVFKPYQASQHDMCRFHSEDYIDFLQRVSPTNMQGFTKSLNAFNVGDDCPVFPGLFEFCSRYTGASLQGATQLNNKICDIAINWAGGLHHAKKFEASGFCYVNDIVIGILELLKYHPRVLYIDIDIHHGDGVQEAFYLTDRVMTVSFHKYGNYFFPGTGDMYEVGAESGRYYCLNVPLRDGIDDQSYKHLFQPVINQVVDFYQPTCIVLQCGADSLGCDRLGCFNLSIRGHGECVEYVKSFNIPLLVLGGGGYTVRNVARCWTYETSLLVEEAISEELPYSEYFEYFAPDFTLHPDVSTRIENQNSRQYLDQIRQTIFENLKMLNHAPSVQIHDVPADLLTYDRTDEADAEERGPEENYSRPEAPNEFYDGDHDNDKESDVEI
# GSK3A inh = blocks human GSK-3 alpha kinase; P49840; ADP-Glo luminescence, 60 min; inhibition, % at 10 µM; 320,000 tested, 0.1% active;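 in the data active = inhibition above about 50%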;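 also: GST-tagged GSK-3 alpha with peptide substrate and 25 µM ATP; 0% = DMSO neutral wells and 100% = GW8510 positive control wells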
# Dyrk1A ADPGlo = inhibitors of rat Dyrk1A kinase; AID 504441; inhibition, % at 12.5 µM; Q63470; 310,000 tested, 0.43% active; ADP-Glo luminescence, NFATc1 peptide; in the data active = inhibition above about 50%;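 also: plate controls were vehicle with enzyme for no effect and no enzyme for full effect; many of its hits are not listed in these tables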
# GSK3beta inhib = inhibitors of human GSK3beta kinase. activity score (negative = inhibition), % at 10 µM. 300,000 tested, 0.038% active. GST-GSK3beta kinase, ADP-Glo luminescence, 60 min; hits give low values. P49841;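 active = more than half of replicate wells score below -50%, meaning over 50% inhibition versus plate controls; inconclusive = some replicates but at most half score below -50%; inactive = no replicate scores below -50%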;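 also: 0% = median DMSO wells and -100% = median GW8510 positive control wells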
# Target sequence (P49841 whole entry, looked up): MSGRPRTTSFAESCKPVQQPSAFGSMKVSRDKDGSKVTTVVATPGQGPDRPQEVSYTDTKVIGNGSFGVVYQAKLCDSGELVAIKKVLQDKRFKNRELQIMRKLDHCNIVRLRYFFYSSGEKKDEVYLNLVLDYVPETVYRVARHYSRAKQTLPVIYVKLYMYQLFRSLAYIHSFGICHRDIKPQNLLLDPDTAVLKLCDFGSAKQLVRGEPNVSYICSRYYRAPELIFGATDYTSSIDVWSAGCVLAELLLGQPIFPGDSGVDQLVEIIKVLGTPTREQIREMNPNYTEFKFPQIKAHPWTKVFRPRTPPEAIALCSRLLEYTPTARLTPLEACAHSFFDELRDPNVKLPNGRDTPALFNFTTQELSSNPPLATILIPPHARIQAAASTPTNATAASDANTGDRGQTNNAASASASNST
#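 Assay system: GST-fused GSK3beta enzyme, cell-free / Medium: Tris pH 7.5 buffer with MgCl2, DTT, BSA, heparin / Also added: peptide substrate plus 25 µM ATP (final) / Compound: 10 µM single point / Timing: kinase reaction with compound 60 min at room temperature / Detection: ADP-Glo luminescence / Benchmarks: DMSO neutral wells and GW8510 at 20 µM as positive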
# Platelet DG rel = modulates dense granule release in human platelets. human platelet-rich plasma, SFLLRN dense granule ATP release, luminescence. inhibition, %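 (compounds screened at 7.5 µM in platelet-rich plasma)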. 300,000 tested, 0.22% active. AID 1663;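 active = mean replicate score, as percent of positive control, at or above 50; inconclusive = mean below 50 but at least one replicate at or above 50; inactive = mean and every replicate below 50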
# Numbers without * were called inactive; i = inactive; ? = inconclusive; / = no result given. This is a subset; count on the stated rates, not on these rows.
SMILES,HSF1 inhib,HSF1 activator,AI-2 QS modul,HSP90 inh,PolyA inhibitor,HDAC3 inhib,GSK3A inh,Dyrk1A ADPGlo,GSK3beta inhib,Platelet DG rel
Cc1cc(C)c(OCC(=O)N2CC=C(c3ccccc3)CC2)c(C)c1,7.4,-18.2,35.1,2.2,i,-1.3,2.0,-6.3,3.1,-6.1
COc1ccc(C(=O)NNC(=S)NC(=O)c2ccccc2)cc1,-12.1,-18.2,-106.2*,-0.4,i,3.2,0.4,-1.7,3.6,5.6
CC(C(=O)N(C)C)N(C#N)c1nc(N(C)C)nc(N(C)C)n1 (centres undefined),-3.5,7.1,3.6,-1.8,i,-3.6,-0.7,5.9,-0.9,4.6
COC(=O)[C@@]1(Cc2ccc(OC)cc2)[C@H]2c3cc(C(=O)N(C)C)n(Cc4ccc(OC(F)(F)F)cc4)c3C[C@H]2CN1C(=O)c1ccccc1,-4.2,-15.4,4.6,-0.4,i,?,-2.1,/,0.0,1.2
CC(C)=C1SC(N2CCN(c3cccc(C)c3)CC2)=NC1=O,3.2,4.8,9.7,2.2,i,4.3,0.3,4.8,3.9,-1.8
CC(=O)NS(=O)(=O)c1ccc(NC(=O)NC2CCCCC2)cc1,-4.7,-2.6,31.8,3.7,i,2.6,-1.2,2.6,1.3,1.3
Cc1cccc(NC(=O)CCC(=O)N/N=C/c2cccnc2)c1,4.2,-1.1,-0.4,-1.4,i,3.2,-1.4,1.4,-0.9,-10.7
Cc1cc(C)c(NC(=O)c2cnn(C)c2)c(C)c1,-3.4,10.7,16.4,-0.1,i,1.3,-1.2,0.5,3.2,-2.7
COc1ccc(-c2cnn3c4c(c(C)nc23)CCN4C2CCCC2)cc1OC,-2.9,-13.6,39.5,-0.8,i,4.5,-3.0,/,-0.7,1.2
c1ccc2c(c1)OCCOCCOCCOCCOCCOc1ccccc1OCCOCCOCCO2,2.0,-4.6,14.8,-3.5,i,-2.6,-2.3,-5.4,0.6,4.3
O=C(Cc1ccc(NC2=NC3CS(=O)(=O)CC3S2)cc1)NCc1ccccc1Cl (centres undefined),-2.2,-9.5,20.4,-3.9,/,1.2,-1.1,-9.0,2.6,-3.8
O=[N+]([O-])c1ccccc1S(=O)(=O)N1CCN(c2ccccc2)CC1,-0.2,3.9,-15.6,3.2,i,-3.4,-1.7,/,-4.4,-8.4
Cc1ccc(CC(=O)Nc2ccc(F)c([N+](=O)[O-])c2)cc1,2.5,-5.3,5.0,-5.5,i,7.9,0.2,-1.9,-3.0,-0.4
OCCN1CCN(CC(O)COC(c2ccc(F)cc2)c2ccc(F)cc2)CC1 (centres undefined),-1.5,-16.3,0.2,-0.9,i,-3.7,11.7,/,-1.6,-3.4
CCC(=O)Nc1ccc(/C(C)=N/NC(=O)c2c(Br)c(C)nn2C)cc1,4.1,6.9,19.8,-5.2,i,-1.0,-1.5,-0.9,2.5,10.8
CC(C)(c1ccccc1)c1ccc(OCCN2CCOCC2)cc1,0.0,5.3,71.6,-1.1,i,-3.7,-0.3,-1.7,-1.3,-4.6
COCCN(C(=O)c1snc(C(N)=O)c1N)C(C(=O)NC1CCCCC1)c1cc(OC)c(OC)c(OC)c1 (centres undefined),8.7,7.9,29.5,-0.7,i,-1.4,-1.9,0.5,-0.3,8.1
COC(=O)[C@H](CCSC)NC(=O)c1cc2c(cn1)[nH]c1ccccc12,3.1,-3.1,16.4,-1.4,i,-6.3,-0.8,-0.7,3.5,0.9
O=C(O)CC1=C(Nc2ccccc2)C(=O)N(c2ccccc2)C1c1ccc(Cl)cc1 (centres undefined),47.9,65.5*,20.5,5.8,i,-0.2,/,-3.0,0.5,0.1
CC(C)OC(=O)c1nn2c(C(F)(F)F)cc(-c3ccco3)nc2c1Cl,-10.5,-12.1,-10.2,3.6,i,-3.0,-2.0,-2.8,1.5,1.0
O=C1CC(NCc2ccc3c(c2)OCO3)C(=O)N1CCc1ccccc1 (centres undefined),-1.5,-9.4,9.6,2.6,i,3.2,3.3,3.7,0.1,-3.0
CC(NC(=O)/C=C/c1ccccc1)c1ccccc1 (centres undefined),-3.0,-11.5,-11.4,0.8,i,1.4,0.2,-3.6,2.0,6.3
CCCNC(=O)NNC(=O)c1ccc(F)cc1,-3.7,9.7,11.0,-4.7,i,7.1,-4.5,/,2.6,2.7
CCC(=O)N1c2ccc(S(=O)(=O)NCCc3ccc(C)cc3)cc2CC1C (centres undefined),11.4,-1.2,6.6,2.3,i,-1.4,-3.0,/,8.8,-5.9
CN(C)c1ccc(CN2CCCCCC2)cc1,-4.8,13.2,10.4,2.4,i,-1.9,-1.8,5.9,0.4,-2.4

# Single records, from the list above.
# c1ccc2c(c1)OCCOCCOCCOCCOCCOc1ccccc1OCCOCCOCCO2 is listed with HSF1 inhib = 2.0; HSF1 activator = -4.6; AI-2 QS modul = 14.8; HSP90 inh = -3.5; PolyA inhibitor = i; HDAC3 inhib = -2.6; GSK3A inh = -2.3; Dyrk1A ADPGlo = -5.4; GSK3beta inhib = 0.6; Platelet DG rel = 4.3
# CCC(=O)N1c2ccc(S(=O)(=O)NCCc3ccc(C)cc3)cc2CC1C (centres undefined) is listed with HSF1 inhib = 11.4; HSF1 activator = -1.2; AI-2 QS modul = 6.6; HSP90 inh = 2.3; PolyA inhibitor = i; HDAC3 inhib = -1.4; GSK3A inh = -3.0; Dyrk1A ADPGlo = /; GSK3beta inhib = 8.8; Platelet DG rel = -5.9
# O=C(Cc1ccc(NC2=NC3CS(=O)(=O)CC3S2)cc1)NCc1ccccc1Cl (centres undefined) is listed with HSF1 inhib = -2.2; HSF1 activator = -9.5; AI-2 QS modul = 20.4; HSP90 inh = -3.9; PolyA inhibitor = /; HDAC3 inhib = 1.2; GSK3A inh = -1.1; Dyrk1A ADPGlo = -9.0; GSK3beta inhib = 2.6; Platelet DG rel = -3.8

# The list goes on.
SMILES,HSF1 inhib,HSF1 activator,AI-2 QS modul,HSP90 inh,PolyA inhibitor,HDAC3 inhib,GSK3A inh,Dyrk1A ADPGlo,GSK3beta inhib,Platelet DG rel
CCn1c(SCC(=O)N/N=C/C=C\c2ccccc2[N+](=O)[O-])nnc1-c1ccccc1,-2.7,22.6,4.2,-1.8,i,5.1,-1.9,2.1,-6.6,-2.8
O=C(c1ccco1)[C@@H]1[C@@H]2C(=O)N(c3ccc(F)cc3)C(=O)[C@@H]2C2c3ccccc3C=CN21 (some centres undefined),17.3,21.1,15.6,6.2,i,1.5,0.6,/,0.4,6.2
CC(=O)Nc1ccc2ccccc2c1,8.3,17.9,32.0,1.8,i,-3.1,-3.8,-0.2,0.4,1.5
CCN(CC)S(=O)(=O)c1cc(NC(=O)Cc2ccsc2)ccc1C,2.0,7.7,42.5,-4.5,i,1.6,-2.5,-7.2,2.3,22.9
COc1cc(/C=N/NC(=O)c2ccc(C)nc2)cc([N+](=O)[O-])c1O,-4.5,-12.2,17.8,2.5,i,12.3,1.8,-3.0,2.1,-5.2
CN(C)C(=O)N1CCN(S(=O)(=O)c2ccc3ccccc3c2)CC1,-2.7,-0.8,9.8,-1.5,i,0.0,0.7,7.4,-1.2,8.0
CC(C)c1ccc(-c2nc3c([nH]2)c(=O)n(C)c(=O)n3C)cc1,-7.5,-8.8,5.7,4.0,i,-3.3,-1.7,-8.3,-1.2,-10.9
Cc1ccccc1Cn1ccc(NC(=O)c2nc3ncccn3n2)n1,8.6,19.1,45.3,-3.9,i,4.5,-0.1,-4.4,1.4,10.1
O=S1(=O)CCOC[C@H](CC2CCCCC2)N1Cc1ccccc1F,4.2,10.7,15.3,-0.4,i,2.6,-1.3,-1.8,3.5,-0.8
OCCNc1ncnc2c1ncn2Cc1ccccc1,4.5,11.3,2.5,1.1,i,10.4,6.5,-6.9,1.0,-1.1
CCOC(=O)C(C)Oc1c(C(=O)OC)sc2ncccc12 (centres undefined),-1.2,24.6,-0.8,-3.7,i,-15.3,0.8,/,1.2,5.1
CN1C[C@@H]2C[C@@H](c3cccn3-c3nccs3)N3CCC[C@@]23C1=O,-8.1,-23.1,10.1,0.3,i,4.7,-1.1,0.2,0.9,-26.4
CCOC(=O)C(=O)N1CCC(C(=O)OC)CC1,-9.8,5.5,13.0,0.9,i,-0.9,0.1,-1.5,2.1,-0.3
O=C1/C(=C\c2ccsc2)N2CCC1CC2,2.9,-3.9,11.1,-6.8,i,4.8,-0.2,3.1,1.3,0.8
COc1ccc(CCN(C)Cc2nc(-c3cnccn3)no2)cc1OC,-3.6,-4.1,1.9,2.1,i,-5.2,0.3,-0.1,2.8,-17.9
COC(=O)C(C)Oc1ccc(-c2nccc(-c3ccc(F)cc3)n2)cc1 (centres undefined),10.3,11.1,1.7,-1.3,i,-8.2,-2.3,13.8,-3.8,-6.9
c1ccc2sc(NN=C3CCCC3)nc2c1,31.3,?,7.0,14.8,i,4.4,-7.7,5.1,-3.4,9.5
CCN(CC)S(=O)(=O)N1CCC(C(=O)NCc2ccc(C)cc2)CC1,-2.6,-6.1,29.6,-3.0,i,?,-2.1,3.2,4.6,5.4
COc1cc(/C=C2\C(C)=C(C#N)c3nc(N)c(C#N)c(C)c32)ccc1OCC(=O)O,-5.7,2.8,0.7,2.6,i,5.9,25.3,-1.4,-10.0,5.9
O=C(Nc1ccn(Cc2ccccc2F)n1)c1ccc(COc2ccc(Br)cc2)cc1,10.0,12.3,28.5,5.0,i,2.4,-0.5,2.7,2.3,-3.9
COCC1CCN(C(=O)c2cc(COc3ccc4ncccc4c3)on2)CC1,-1.8,0.6,23.1,-0.6,i,0.4,-3.6,-5.3,3.7,2.8
COC(=O)c1sc(N(C)C)c(C#N)c1-c1ccccc1,-0.6,3.8,12.8,-0.1,i,-4.9,1.5,4.5,0.6,18.5
O=C(NC1CCN(S(=O)(=O)c2ccc(Cl)cc2)CC1)c1cccnc1,2.4,6.8,37.0,-2.1,i,-0.3,0.0,0.0,0.3,-2.2
COc1ccccc1CN1CC(C(=O)NC2CCCCC2)CC1=O (centres undefined),/,/,7.7,4.4,i,-5.3,-1.0,-1.5,0.1,-7.0
CCOC(=O)CCCNC(=O)CCNC(=O)c1ccc(OC)cc1,-13.9,-3.5,23.7,0.5,i,-4.0,-0.7,0.3,-0.9,7.9
Cc1cc(C)nc(SCC(=O)Nc2ncc3c(n2)CCCC3=O)n1,-3.2,2.6,-3.6,-2.9,i,-0.1,-1.7,1.6,1.1,-0.3
O=C(CCC(=O)N1CCOc2ccccc21)NCc1ccccn1,-2.1,-13.5,11.4,-3.2,i,-1.7,1.6,2.2,2.0,-1.9
CC(=O)N1N=C(c2ccccc2)OC1c1ccc([N+](=O)[O-])s1 (centres undefined),2.7,18.0,57.7,-1.7,i,-2.0,1.7,3.4,1.2,-0.5
